MEP2-GFP yeast: alters MEP2-GFP fluorescence in TOR pathway yeast screen. AID 2016. S. cerevisiae MEP2-GFP strain, flow cytometry GFP, 3 h; 100% = DMSO control level. GFP response vs DMSO, % at 10 µM. 0.51% of 330,000 active;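 active means GFP response versus DMSO above a set limit, roughly screen mean plus 3 SD, cut at about 180% in these data; inconclusive means fewer than 70 cells counted for a yeast strain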;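 further: median GFP fluorescence of the barcode-gated MEP2-GFP cells per well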
RPL19A-GFP yeast: yeast TOR pathway RPL19A-GFP modulation; S. cerevisiae RPL19A-GFP strain, flow cytometry, 3 h; hits give low values; percent response vs DMSO, % at 10 µM; 0.3% of 330,000 active; AID 2025;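 active means percent response vs DMSO below 50%; inconclusive means fewer than 70 events counted for the yeast strain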;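 further: median channel GFP fluorescence of the barcoded RPL19A-GFP strain; ratio of sample median GFP to plate DMSO average so 100% = DMSO; lower means less RPL19A-GFP as with rapamycin TOR inhibition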
AHR activator: activates the human aryl hydrocarbon receptor; AHR-responsive luciferase reporter cells, luminescence; 2.5% of 320,000 active; AID 2796; activation, % at 5 µM; P35869; in the data active means activation above about 47%;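 further: 0% = vehicle wells and 100% = reference agonist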
GASC-1 inh: human JMJD2C demethylase inhibition. GST-JMJD2C(1-420) H3K9me3 demethylation, DELFIA europium. inhibition, % at 2.35 µM. 0.069% of 330,000 active;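 active means more than half of a compound's replicate wells show inhibition beyond 50%, single wells judged on their own value; inconclusive means some, but no more than half, of replicates pass 50% inhibition; inactive means no replicate passes 50% inhibition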;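 further: signal counts dimethyl H3K9 product captured on neutravidin plate; 0% = median of DMSO wells and 100% = 0.3 times that DMSO median; strong numbers were not always called active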
Target sequence (Q9H3R0 1-420 limits assumed): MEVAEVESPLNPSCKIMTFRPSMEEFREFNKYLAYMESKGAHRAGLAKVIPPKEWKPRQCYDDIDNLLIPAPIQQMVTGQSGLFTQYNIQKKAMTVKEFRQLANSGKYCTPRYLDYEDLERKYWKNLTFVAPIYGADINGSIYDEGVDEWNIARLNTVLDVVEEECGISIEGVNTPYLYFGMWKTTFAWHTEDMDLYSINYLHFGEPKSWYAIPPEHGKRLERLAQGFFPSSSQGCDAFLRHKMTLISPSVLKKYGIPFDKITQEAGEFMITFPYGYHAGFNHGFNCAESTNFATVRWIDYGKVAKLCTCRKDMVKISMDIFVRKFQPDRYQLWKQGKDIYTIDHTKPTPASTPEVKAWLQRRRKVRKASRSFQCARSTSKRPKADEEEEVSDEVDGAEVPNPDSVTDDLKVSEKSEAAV
procasp7 counter: activates human procaspase-7, counter-screen for procaspase-3 activators; recombinant procaspase-7, Ac-DEVD-pNA absorbance 405 nm; D23A/D198A/D206A triple mutant, cannot self-cleave; scale: DMSO 0, 5 µM enzyme 100; 0.093% of 330,000 active; P55210; activation, % at 8.5 µM;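 active means percent activation above the screen-wide mean plus 3 SD, cut at about 25% in these data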
Target sequence (P55210 whole entry D23A/D198A/D206A): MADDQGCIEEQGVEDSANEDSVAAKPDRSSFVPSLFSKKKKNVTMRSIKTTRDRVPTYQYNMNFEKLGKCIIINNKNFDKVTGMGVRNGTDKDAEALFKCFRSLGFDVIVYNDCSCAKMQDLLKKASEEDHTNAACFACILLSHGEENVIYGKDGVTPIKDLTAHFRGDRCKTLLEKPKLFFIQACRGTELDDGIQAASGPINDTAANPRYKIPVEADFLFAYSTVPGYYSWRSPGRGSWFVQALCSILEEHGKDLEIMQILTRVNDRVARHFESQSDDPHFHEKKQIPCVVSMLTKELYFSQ
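Assay system: Uncleavable procaspase-7 mutant enzyme / Input: 2 µM procaspase-7 mutant as dispensed / Dosing: single nominal 8.5 µM compound dose, 0.8% DMSO final / Timing: 1 h enzyme–compound preincubation and 2 h substrate reaction, both 25 °C / Detection: p-Nitroaniline absorbance at 405 nm, read at 0 and 120 min / Replication: singlicate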
LAP4-GFP MLPCN: modulators of TOR pathway LAP4-GFP in S. cerevisiae | S. cerevisiae LAP4-GFP multiplex, flow cytometry GFP, 3 h; median GFP as percent of DMSO wells | GFP response vs DMSO, % at 10 µM | 0.34% of 320,000 active | AID 2023;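 active means GFP response vs DMSO above a set limit, about the screen mean plus 3 SD, cut at about 150% in these data; inconclusive means under 70 cell events counted for the yeast strain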
procasp3 activ: procaspase-3 (human) activation. P42574. recombinant procaspase-3 D3A, Ac-DEVD-pNA absorbance 405 nm. activation, % at 8.5 µM. 0.11% of 330,000 active;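 active means activation above the mean of all tested compounds plus 3 SD, cut at about 21% in these data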;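 further: 0% = DMSO alone and 100% = DMSO wells spiked with extra 5 µM PC-3 D3A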
Target sequence (P42574 whole entry D9A/D28A/D175A): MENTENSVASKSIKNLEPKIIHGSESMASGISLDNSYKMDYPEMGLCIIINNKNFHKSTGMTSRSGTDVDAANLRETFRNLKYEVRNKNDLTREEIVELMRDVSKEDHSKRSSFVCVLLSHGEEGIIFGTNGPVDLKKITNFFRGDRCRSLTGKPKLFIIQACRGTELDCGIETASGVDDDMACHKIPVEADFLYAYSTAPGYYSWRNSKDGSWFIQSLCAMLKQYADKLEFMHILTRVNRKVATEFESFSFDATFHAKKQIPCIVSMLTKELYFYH
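Compound: 8.5 µM single point, 0.8% DMSO / Material: Autoprocessing-dead procaspase-3 D3A mutant enzyme / Timing: 1 h preincubation plus 2 h reaction at 25 °C / Medium: Zinc-free HEPES/NaCl buffer with 0.01% Triton X-100 at pH 7.4 / Technique: 405 nm absorbance of p-nitroaniline, reads at 0 and 120 min / Repeats: one well per compound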
Yeast superoxide: caloric restriction mimetics inhibiting age-related superoxide in yeast. S. cerevisiae aged cells, superoxide DHE fluorescence; hits give low values. superoxide response (% of plate mean), % at 10 µM. 0.18% of 330,000 active. AID 2690;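 active means superoxide response under a set limit, about three screen SD below normal, cut at about 65% in these data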;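 further: yeast aged for seven days with compound at 30 °C before DHE staining; 100% = average MFI of all compound-treated wells on the plate with controls excluded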
An asterisk follows results filed as active; ? = inconclusive; · = not tested or not shown; & = joins results of further samples.

structure	MEP2-GFP yeast	RPL19A-GFP yeast	AHR activator	GASC-1 inh	procasp7 counter	LAP4-GFP MLPCN	procasp3 activ	Yeast superoxide
COc1ccc(C(O)Cc2nc3ccccc3n2C)cc1OC (stereo not given)	93	95	4	3&1	-2	90	-8	109
Cc1cccc(C)c1OCc1cc(C(=O)NC2CCC2)no1	108	96	-4	-21	-3	106	9	98
CN(C)C(=O)COc1ncnc2scc(-c3ccc(F)cc3)c12	88	86	-1	122	9	89	4	107
COCCOC(=O)c1ccc(NC(=O)COc2ccc([N+](=O)[O-])cc2)cc1	98	94	1	-18	5	100	-1	96
COc1ccc(CNC(=O)C[C@H]2C(=O)N(CCc3ccccc3)C[C@@H]2Cc2ccccc2)cc1	95	96	0	4	10	123	4	114
O=C(OC(C(=O)NCC1CCCO1)c1ccc(F)cc1)c1ccco1 (stereo not given)	96	100	5	6	4	105	7	99
CCc1ccc(NC(=O)c2cnn(-c3ccccc3)c2C2CCNCC2)cc1	98	100	3	21	9	96	-2	97
CCc1nnc(NC(=O)C2CCN(c3nc(C)cc(C)n3)CC2)s1	112	103	3	-9	9	104	-5	90
Cc1ccc(C(C)NC(=O)c2ccc3c(c2)OCO3)cc1C (stereo not given)	102	103	6	3	3	107	0	107
CO/N=C\CC(=O)Nc1ccc(F)cc1	107	102	2	5	9	90	2	85
CCN(CC)C(=S)SCC(=O)c1ccccc1	95	100	5	-5	-5	111	-1	95
CCN(C(=O)c1cccc(F)c1)c1ccccc1C	96	98	-6	-4	-10	93	4	120

Results in LAP4-GFP MLPCN and MEP2-GFP yeast (2 entries from above):
SMILES	LAP4-GFP MLPCN	MEP2-GFP yeast
COc1ccc(CNC(=O)C[C@H]2C(=O)N(CCc3ccccc3)C[C@@H]2Cc2ccccc2)cc1	123	95
O=C(OC(C(=O)NCC1CCCO1)c1ccc(F)cc1)c1ccco1 (stereo not given)	105	96

Next structures follow.
structure	MEP2-GFP yeast	RPL19A-GFP yeast	AHR activator	GASC-1 inh	procasp7 counter	LAP4-GFP MLPCN	procasp3 activ	Yeast superoxide
COc1ccc(S(=O)(=O)N(CC(=O)N2CCOCC2)Cc2ccccc2)cc1	98	99	-1	6	-2	99	4	110
Cn1c(CCNC(=O)c2ccccc2)nc2cc(NC(=O)c3ccco3)ccc21	101	98	9	4	2	105	2	82
Cc1cc[n+](CCC(=O)O)c2ccccc12	100	98	4	-3	-6	94	4	96
CC(C#N)Sc1ccc(S(=O)(=O)N(C)C2CCCCC2)cn1 (stereo not given)	101	99	1	-1	5	111	4	103
COC(=O)C1C(=O)C=C(Nc2ccc(F)cc2F)CC1c1ccccc1 (stereo not given)	98	99	0	9	1	94	-1	113
O=c1c2ccccc2nc(COc2ccccc2)n1/N=C/c1ccco1	102	98	9	6	2	128	5	99
CCN(CC)C(=O)COc1coc(CN2CCN(c3ccc(F)cc3)CC2)cc1=O	107	97	1	11	1	97	2	100
O=C(C1=C(O)C(=O)N(c2ncccn2)C1c1ccc(Cl)c(Cl)c1)c1ccco1 (stereo not given)	104	104	22	6	-16	103	-5	103
CN(C)c1cc2c(c(N(C)C)c1)C(=O)c1ccccc1C2=O	102	100	28	-3	10	107	-4	143
C/C(=N\NC(=O)c1nn(C)c(C)c1Br)c1ccc(NC(=O)C2CCCC2)cc1	106	118	·	2	·	73	·	111
O=C(c1ccco1)N1CCN(C(=O)C23CC4CC(CC(C4)C2)C3)CC1	91	104	0	-5	-10	73	-4	102
Cc1ccc(S(=O)(=O)Nc2cc(C(=O)NCCN3CCCC3)ccc2N2CCCCC2)cc1	97	91	3	-20&-2	7	96	-2	99
CC1CN(C(=O)c2cc(COc3c(F)cccc3F)on2)CCN1C (stereo not given)	117	102	2	3	4	111	-12	124
COc1ccc(C2Nc3ccccc3C(=O)N2Cc2ccccc2)cc1CN1CCOCC1 (stereo not given)	96	94	-1	1	3	102	6	95
CCOC(=O)c1c(C)[nH]c(C(=O)COC(=O)/C=C/c2ccc(O)c(OC)c2)c1C	95	102	8	1	-6	87	-6	111
COc1ccc(CCN2C(=O)C(C)=C(C)C2=O)cc1OC	92	98	-1	21	1	84	-1	101
CC1(c2ccc3ccccc3c2)NC(=O)N(CC(=O)Nc2ncccc2O)C1=O (stereo not given)	109	97	2	2	-4	107	-4	86
COc1ccc(C(C(=O)NC2CCCCC2)N(Cc2cccnc2)C(=O)c2snc(C(N)=O)c2N)cc1 (stereo not given)	107	102	-1	5	1	94	8	96
O=C(NCc1ccccc1)c1nccnc1CO	103	96	0	-7	5	99	-5	101
CNC(=O)CN1C(=O)NC(Cc2c[nH]c3ccccc23)C1=O (stereo not given)	97	100	0	-3	12	101	9	97
Nc1c(N=O)c(=O)[nH]c(=O)n1-c1ccccc1	99	97	1	-4	2	107	-1	106
COCCN1CCN(Cc2cn[nH]c2-c2cc3ccccc3o2)CC1	99	101	6	-2	5	82	2	79
CCc1ccc(/C=C2\SC(=S)N(CCCC(=O)Nc3ccccc3C(=O)O)C2=O)cc1	106	103	-2	2	0	100	0	98
O=C(CN1C(=O)N/C(=C\c2ccccc2OCc2ccc(C(=O)O)cc2)C1=O)Nc1ccccc1F	107	107	1	33	-12	103	-1	102
CN(c1cccc2cccnc12)S(=O)(=O)c1ccccc1	116	105	0	-20	-5	107	-3	116
N#CCCN1CCN(Cn2c3ccccc3c3ccccc32)CC1	96	95	10	3	7	102	-3	104
O=C1C2CC=C(Cl)CC2C(=O)N1CN(Cc1ccco1)CN1C(=O)C2CC=C(Cl)CC2C1=O (stereo not given)	99	98	0	-30	-12	99	-4	92
Cc1nc(C)c(-c2csc(Nc3ccc(O)cc3C)n2)s1	101	100	-5	6	-13	101	-4	97
Cc1cccc(NS(=O)(=O)c2ccc3c(c2)oc(=O)n3C)c1C	108	100	·	2	·	98	·	104
Cc1ccc(CN2CC(C(=O)N3CCN(S(=O)(=O)c4cc(C)ccc4C)CC3)CC2=O)cc1 (stereo not given)	100	99	3	-1	11	107	-4	96
Cn1cc(C(=O)NC2C3CC4CC(C3)CC2C4)cn1 (stereo not given)	103	103	4	3	1	106	-5	104
CCn1c(SCC(=O)Nc2ccc3c(c2)OCO3)nc2c(c1=O)SC(C)C2 (stereo not given)	107	103	36	0	-3	103	6	146
Cc1ccc(S(=O)(=O)N2CCN(C(=O)CN3CCCCC3)C2)cc1	103	102	4	1	-4	·	18	96
Cn1cnnc1SCC(=O)Nc1ccc(Oc2ccccc2)cc1	93	93	14	1	3	90	1	103
CCOC(=O)N1CCN(C(c2ccccc2)c2sc3nc(C)nn3c2O)CC1 (stereo not given)	103	101	1	?	-5	104	5	90
COc1cc(CCC(=O)OCC(=O)N(CCC#N)c2ccccc2)cc(OC)c1OC	96	100	0	-1	3	100	-1	87
COC(=O)C1=C(NC(=O)c2ccc(Br)cc2)CCS1	110	96	22	70	-1	119	2	100
COc1ccc(C(C)(C)C)cc1NC(=O)CN1C(=O)C(=O)N(Cc2ccco2)C1=O	108	101	0	8	6	113	6	92
CC1(C2CC2)NC(=O)N(CC(=O)Nc2ccc(C(F)(F)F)cc2)C1=O (stereo not given)	102	96	2	5	2	101	9	93
COc1ccc(N(CC(=O)NCc2cccnc2)S(=O)(=O)c2ccccc2[N+](=O)[O-])c(OC)c1	99	96	2	0	4	96	13	99
CCC[C@@H]1C[C@@H](C(=O)N[C@@H](C2O[C@H](SC)[C@H](O)[C@@H](O)[C@H]2O)[C@H](C)Cl)N(C)C1 (stereo not given in full)	96	96	-2	-17	6	92	7	92
CCCCN(C)CCNC(=O)c1ccc2c(c1)NC(=O)C(N1CCCCC1)S2 (stereo not given)	99	100	-2	-3	6	105	-4	89
CC(C)n1nnc2c(=O)oc3ccccc3c21	101	105	1	-14	-7	117	-6	101
Cc1ccc(-c2ccc(OC(=O)c3ccc(=O)[nH]c3)c(C)c2)cc1	97	101	-1	5	4	100	5	97
CCn1c(SCC(=O)Nc2ccc3c(c2)OCCO3)nnc1-c1cccnc1	99	100	16	6	8	92	-1	95
CCc1ccc(NC(=O)CN(c2ccc(OC)cc2)S(=O)(=O)c2c(C)[nH]c(=O)[nH]c2=O)cc1	86	90	-2	-12	1	?	1	100
O=C(CSc1nc(-c2ccccc2)c(-c2ccccc2)o1)N1CCOCC1	97	104	11	1	0	95	2	98
COc1cccc(N(CC(=O)Nc2cccc(F)c2)S(C)(=O)=O)c1	101	98	3	-2	-2	98	0	109
CC(C)C1N(c2ccccc2)C(N)=C(C#N)C1(C#N)C#N (stereo not given)	101	107	1	14	8	110	5	93
CS/C(=N\S(=O)(=O)c1cccs1)Nc1ccc(Cl)cc1	104	108	5	2	-5	102	-2	102
Cc1occc1-c1nnc(SCC(=O)Nc2ccccc2)n1Cc1ccccc1	98	99	1	3	8	101	-3	101
Cc1ccc(SCC(=O)Nc2ccc3c(c2)C(=O)N(C)C3=O)cc1	98	96	-1	-2	6	105	-2	107
CCn1c(SCc2ccc(Cl)cc2Cl)nc2nc3c(cc2c1=O)CCCC3	96	96	1	-2	5	91	-3	89
COc1cccc(-c2nc(CS(=O)(=O)CC(=O)NC3CCCC3)c(C)o2)c1	102	99	3	16	-2	93	2	124
CC1Cc2nc(SCC(=O)Nc3ccc4c(c3)OCCO4)n(C)c(=O)c2S1 (stereo not given)	94	105	3	-1	5	90	-5	93
COc1cc(/C=N/NC(=O)c2cccs2)ccc1OCc1ccccc1	107	110	1	-7	10	110	1	94
Cc1coc2cc3oc(=O)c(CC(=O)N(C)CC(=O)O)c(C)c3cc12	98	99	-1	-2	1	86	7	94
CC(=O)N1c2ccc(S(=O)(=O)CCC(=O)O)cc2CC1C (stereo not given)	103	103	5	-19	-11	98	7	98
COc1ccc(CNC(=O)COC(=O)c2ccc(C)c(S(=O)(=O)N3CCOCC3)c2)cc1OC	94	96	-1	1	-8	99	-3	120
CCC(C)(C)NC(=O)CN(C(=O)c1snc(C(N)=O)c1N)c1ccc2c(c1)OCCO2	106	97	-3	1	1	104	-5	105

Next section.
structure	MEP2-GFP yeast	RPL19A-GFP yeast	AHR activator	GASC-1 inh	procasp7 counter	LAP4-GFP MLPCN	procasp3 activ	Yeast superoxide
COc1ccc(-c2ccnc(SCC(=O)Nc3ccccn3)n2)cc1	92	100	6	-5	-20	110	1	112
COC(=O)C1=C(C)NC(C)=C(C(=O)OC)C1C(=O)OCc1nc2cc(C(=O)OC)ccc2c(=O)[nH]1	93	99	13	-2	5	108	-5	87
O=C1CCCCN1CCCC(=O)N1CCCC(Nc2ccc(F)c(F)c2)C1 (stereo not given)	102	102	1	16	0	99	9	85
O=C(CSc1ccc(F)cc1)NCCc1ccc(Cl)cc1	114	102	-2	0	1	113	-3	104
CC(C)(O)C#Cc1ccc(CN2CCCC(CNC(=O)c3ccco3)C2)cc1 (stereo not given)	101	97	-2	-5	-8	101	5	96
Cc1ccc(NC(=S)c2ccccc2)cc1	89	91	19	-11	-13	137	-6	94

Screening data as filed in PubChem BioAssay.
